Bioassay records (PubChem)
T cell HTS = T cell immune modulators affecting CD8 T cell-vesicle binding | 2C CD8+ T cell-vesicle binding, flow cytometry; active compounds read low | calls only at 7 µM | 0.068% of 330,000 active | AID 2052;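 active = response, share of CD8 T cells binding vesicles, and their 90th percentile fluorescence all below set limits, cut at about 80% in these data, passing the limit was not always enough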
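material = purified 2C TCR transgenic mouse naive CD8+ T cells | controls = Unloaded micro-vesicles (low), QL9 vesicles with 0.7% DMSO (high) | detection = cytometric PE anti-B7-1 and Alexa647 anti-CD8 signals after 1% paraformaldehyde fixation | incubation = binding step 1.5 h, 37 °C, antibody labelling 20 min, ice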
T cell HTS vesicle-bound % = further read-out of T cell HTS, marked with its call; double positive events, %; measured here: CD8+ vesicle-bound cell fraction;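 binding gate set so that unloaded-vesicle control wells show 10% double positive cells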
* = called active by the depositor; i = inactive.

T cell HTS | T cell HTS vesicle-bound % | smiles
i | 40 | O=C(NCCCn1ccnc1)c1ccccc1Br
i | 25 | NC(=O)COc1ccc2cc(-c3ccccc3)c(=O)oc2c1
i | 50 | COc1ccc(OC)c(CN2CCN(C(=O)CNC(=O)c3cc(C)cc(C)c3)CC2)c1
i | 30 | Cc1ccc(CNC(=O)C(=O)NCC2OCCN2S(=O)(=O)c2ccc(Cl)cc2)cc1 (stereo unspecified)
i | 14 | CCN(CC)S(=O)(=O)c1ccc(N2CCc3cc(OC)c(OC)cc3C2)nc1
i | 48 | Cc1cc(C)n(CC(=O)NNC(=O)COc2ccc(Br)cc2F)n1
i | 44 | COc1cccc(/C=C/C(=O)OCC(=O)NCCC2=CCCCC2)c1OC
i | 16 | COc1ccc(C2=NOC(Cn3nc(C(=O)NCc4ccco4)cc3-c3ccccc3)C2)cc1 (stereo unspecified)
i | 44 | CC(=O)c1ccc(S(=O)(=O)N(C)CC(=O)NCC2CCCCC2)cc1
i | 39 | CCOC(=O)c1sc(NC(=O)CSCc2c(C)noc2C)nc1C
i | 14 | C[C@@]12C(=O)N(c3cccc(Cl)c3)C(=O)N1[C@@H]1c3ccccc3OC[C@@H]1[C@H]2c1ccccc1
i | 49 | Cc1ccc(NS(=O)(=O)c2ccccc2[N+](=O)[O-])cc1S(=O)(=O)N1CCCCC1
i | 10 | O=C(Cn1ncc2c([nH]c3ccccc32)c1=O)NCC1CCN(Cc2ccccc2F)CC1
i | 40 | CCOc1ccc(OCCC(=O)NNC(=O)c2ccccc2Cl)cc1
i | 57 | Cc1cccc(C(=O)NNC(=O)CCCCC(=O)NNC(=O)c2cccc(C)c2)c1
i | 62 | Cc1nc(NC(=O)CCc2ccccc2)sc1C
i | 8 | COc1ccc(OC)c(S(=O)(=O)N2CCCC(C(=O)N3CCOCC3)C2)c1 (stereo unspecified)
i | 50 | CN(CCO)c1ccc(C=NNc2ccc([N+](=O)[O-])cc2S(=O)(=O)Nc2ccccc2C(=O)O)cc1
i | 10 | COc1ccc(OC)c(/C=N/N2CCN(c3ccc(Cl)cc3)CC2)c1
i | 5 | CCN(C[C@H]1N[C@@](CC)(C(=O)OC)[C@H]2C(=O)N(C)C(=O)[C@@H]12)C(=O)Nc1ccc(Cl)cc1
i | 29 | O=C(NCCc1ccccc1)c1cnc2ccccc2n1
i | 26 | CC(NC(=O)COC(=O)C1CCC1)c1ccccc1 (stereo unspecified)
i | 11 | C=CCC1(CC=C)CCCN1C(=O)c1cc(COc2ccc(-n3cncn3)cc2)on1
i | 56 | Cc1ccc(CC(=O)Nc2nnc(-c3ccc(F)cc3)o2)c(C)c1
i | 14 | CC(C)C[C@H](NC(=O)N1CCn2c1nc1ccccc12)C(=O)N[C@@H](Cc1ccccc1)C(=O)O
i | 41 | CCOc1ccc(S(=O)(=O)N(CC)CC(=O)NC2CCS(=O)(=O)C2)cc1 (stereo unspecified)
i | 13 | COc1ccc(CNC(=O)C2CCN(S(=O)(=O)N3CCCCC3)CC2)cc1
i | 12 | O=C(OCCOc1cccc(Cl)c1)C1CCN(S(=O)(=O)c2ccccc2)CC1
i | 36 | COc1cc(OC)c(N(C)C(=O)c2cc3c(s2)-c2ccccc2S(=O)(=O)C3)cc1Cl
i | 27 | O=C(Cc1c(Cl)cccc1Cl)N/N=C/c1cccnc1
i | 34 | COc1ccc(S(=O)(=O)NCc2ccccn2)cc1NC(=O)c1ccccc1
i | 47 | CSCC(C)N1CCC(CCC(=O)NC2CC2)CC1 (stereo unspecified)
i | 37 | COc1cc(NC(=O)CSCC(=O)N(C)C2CCCCC2)cc(OC)c1
i | 54 | Nn1c(SCC(=O)NC2CCCc3ccccc32)nnc1C1CC1 (stereo unspecified)
i | 18 | CCCN1CCN(CCNC(=O)Nc2cc(C)ccc2C)CC1
i | 16 | O=C(NCc1ccccn1)c1c(-c2ccccc2)sc2ccccc12
i | 28 | O=C(COC(=O)c1cc(S(=O)(=O)N2CCOCC2)c(Cl)cc1Cl)NC1CC1
i | 33 | COCC(=O)N1CCC(Oc2ccc(C(=O)NCCCn3cccn3)cc2)CC1
i | 45 | COc1ccc(C(=O)NCC2CCCN2S(=O)(=O)c2cccs2)cc1OC (stereo unspecified)
i | 34 | CC1CCC2(CC1)NC(=O)N(CC(=O)N1c3ccccc3CC1C)C2=O (stereo unspecified)
i | 64 | COc1cccc(N2CCN(C(=O)c3ccc(-c4ccccc4)cc3)CC2)c1
i | 56 | Cc1cccc(CN2CCc3c([nH]c4ccccc34)C2)c1
i | 64 | O=C(COc1ccccc1[N+](=O)[O-])Nc1ccc2oc(=O)ccc2c1
i | 52 | Cc1ccc(-n2nc3c(c2NC(=O)c2ccc4c(c2)OCO4)CS(=O)(=O)C3)c(C)c1
i | 51 | Clc1cc2nc(-c3cccnc3Cl)[nH]c2cc1Cl
i | 44 | Cn1nc(C(=O)Nc2cccc(S(=O)(=O)N3CCOCC3)c2)c2ccccc2c1=O
i | 13 | Cn1c(CNC(=O)CCNC(=O)c2ccccc2)cc(=O)n(C)c1=O
i | 42 | Cc1ccccc1C(=O)NC1CCN(CC(=O)Nc2ccccc2Cl)CC1
i | 36 | COc1ccccc1NC(=O)CN(c1ccccc1OC)S(=O)(=O)c1ccccc1
i | 44 | CCOC(=O)[C@H]1[C@H]2COc3cc(OC)ccc3[C@@H]2N2C(=O)c3cc(OC)ccc3NC(=O)[C@@]12C
i | 50 | COc1ccc2ccccc2c1CN1CCSCC1
i | 4 | CCS(=O)(=O)c1ncc(Cl)c(C(=O)Nc2ccc(C)cc2)n1
i | 31 | CN(C)C1=NC[C@H](Cc2ccccc2)N1CC1CCC(C(C)(C)C)CC1 (stereo partly specified)
i | 16 | CN(CC(=O)Nc1ccc(F)cc1)C(=O)CN1C(=O)NC2(CCCc3ccccc32)C1=O (stereo unspecified)
i | 64 | CCOc1cccc(-c2c(C(=O)N/N=C/c3ccc(C)o3)nnn2-c2nonc2N)c1
i | 38 | CCOC(=O)C(CC(=O)c1ccccc1)CC(=O)c1ccccc1
i | 61 | O=[N+]([O-])c1ccc(C(O)CN2CCN(c3ccccc3)CC2)cc1 (stereo unspecified)
i | 38 | NN=C(c1ccccc1)c1ccccc1
i | 33 | Cc1cccc(CCNS(=O)(=O)c2ccc3c(c2)CCN3C(=O)CCC(=O)O)c1
i | 34 | COc1cccc(CNS(=O)(=O)c2ccc(-n3cnnn3)c(C)c2)c1

Not a retest: 3 of the compounds above.
T cell HTS | T cell HTS vesicle-bound % | smiles
i | 51 | Clc1cc2nc(-c3cccnc3Cl)[nH]c2cc1Cl
i | 44 | Cn1nc(C(=O)Nc2cccc(S(=O)(=O)N3CCOCC3)c2)c2ccccc2c1=O
i | 13 | Cn1c(CNC(=O)CCNC(=O)c2ccccc2)cc(=O)n(C)c1=O

Random excerpt: six records from the list
T cell HTS | T cell HTS vesicle-bound % | smiles
i | 16 | CN(CC(=O)Nc1ccc(F)cc1)C(=O)CN1C(=O)NC2(CCCc3ccccc32)C1=O (stereo unspecified)
i | 4 | CCS(=O)(=O)c1ncc(Cl)c(C(=O)Nc2ccc(C)cc2)n1
i | 50 | COc1ccc2ccccc2c1CN1CCSCC1
i | 34 | COc1cccc(CNS(=O)(=O)c2ccc(-n3cnnn3)c(C)c2)c1
i | 51 | Clc1cc2nc(-c3cccnc3Cl)[nH]c2cc1Cl
i | 44 | Cn1nc(C(=O)Nc2cccc(S(=O)(=O)N3CCOCC3)c2)c2ccccc2c1=O

(further entries)
T cell HTS | T cell HTS vesicle-bound % | smiles
i | 25 | CC(C)[C@H](NC(=O)c1ccccc1)C(=O)Nc1cccc(S(=O)(=O)N2CCOCC2)c1
i | 8 | N#Cc1ccsc1NC(=O)CCN1CCN(C(c2ccccc2)c2ccccc2)CC1
i | 10 | COCCn1c(SCC(=O)NCC2CCCO2)nc2c([nH]c3ccccc32)c1=O (stereo unspecified)
i | 13 | Cc1ccc(C)c(CN2CCC(CNC(=O)CCc3nnc4ccc(N5CCCCC5)nn34)CC2)c1
i | 6 | CCS(=O)(=O)c1nc(S(=O)(=O)c2ccc(C)cc2)c(N2CCC(O)CC2)s1
i | 38 | CC(C)Oc1ccc(C2CC(=O)N(c3cccc(/C=C/C(=O)O)c3)C2=O)cc1 (stereo unspecified)
i | 54 | CN1CCN(S(=O)(=O)c2cccc(C(=O)N(C)C(c3ccccc3)c3ccccc3)c2)CC1
i | 30 | C=CCn1c(SCC(=O)Nc2cccc(S(=O)(=O)N(C)c3ccccc3)c2)nnc1C1CC1
i | 7 | Cc1nn(CC(=O)N2CCCCC2)c(=O)c2nn(-c3ccccc3)c(C)c12
i | 19 | C=CCNC(=S)NN=C1CCC(c2ccccc2)CC1 (stereo unspecified)
i | 52 | CCN(CC(=O)Nc1ccccc1OC)C(=O)/C=C/c1cccs1
i | 61 | Cc1cc(C)nc(N2CCN(S(=O)(=O)c3ccc(F)cc3)CC2)n1
i | 35 | O=C(CCN1CCOCC1)N1CCCC(Nc2ccc(F)cc2)C1 (stereo unspecified)
i | 9 | O=C(CCc1nc(-c2ccc(F)cc2)no1)NCc1ccccc1CN1CCOCC1
i | 56 | CCOc1ccc(S(=O)(=O)N2CCN(C(=O)CN3C(=O)NC4(CCCC4)C3=O)CC2)cc1
i | 29 | O=c1c2ccccc2ccc2ccccc12
i | 8 | COc1ccc(CN2CCNC(=O)C2CC(=O)N(C)CCc2cnn(C)c2)c(F)c1 (stereo unspecified)
i | 37 | O=C(COC(=O)c1ccccc1)NC1CCCC1
i | 57 | COc1ccccc1C(=O)NCCC(=O)NCCCSc1ccccc1
i | 4 | O=C(COc1ccc(Cl)cc1Br)N1CCN(S(=O)(=O)c2ccccc2)CC1

Entries listed so far that have an aryl thioether with sulfur outside any ring, in the order listed:
T cell HTS | T cell HTS vesicle-bound % | smiles
i | 54 | Nn1c(SCC(=O)NC2CCCc3ccccc32)nnc1C1CC1 (stereo unspecified)
i | 10 | COCCn1c(SCC(=O)NCC2CCCO2)nc2c([nH]c3ccccc32)c1=O (stereo unspecified)
i | 30 | C=CCn1c(SCC(=O)Nc2cccc(S(=O)(=O)N(C)c3ccccc3)c2)nnc1C1CC1
i | 57 | COc1ccccc1C(=O)NCCC(=O)NCCCSc1ccccc1

(listing goes on)
T cell HTS | T cell HTS vesicle-bound % | smiles
i | 14 | O=C(O)c1ccc2c(c1)C(=O)N(c1ccc(OCc3ccccc3)cc1)C2=O
i | 22 | COc1ccccc1N1C(=O)C(=O)N(C)C1=O
i | 52 | NS(=O)(=O)c1cc([N+](=O)[O-])ccc1NCc1cccnc1
i | 25 | CCN(CC(=O)Nc1ccc2c(c1)OCCO2)C(=O)C1CC(=O)N(c2ccc(OC)cc2OC)C1 (stereo unspecified)
i | 34 | Cc1ccccc1C(=O)NCC(=O)OC(C)C(=O)NCc1ccco1 (stereo unspecified)
i | 67 | CCc1c(C)nc2c(-c3ccccc3OC)c(C)[nH]n2c1=O
i | 26 | CCN(CC)CCNc1cc(C)c(C#N)c2nc3ccccc3n12
i | 53 | Cc1ncc(CO)c2c1Oc1nc(-c3ccccc3)nc(SCC(=O)N3CCOCC3)c1C2
i | 31 | CCN1CCN(c2ccc(NC(=O)c3cc(S(=O)(=O)N4CCCC4)ccc3Cl)cc2)CC1
i | 48 | O=C(COC(=O)/C=C/c1ccc(Cl)cc1)NC1CC1
i | 38 | Cc1ccc(-n2nc3c(c2NC(=O)CC(C)C)CS(=O)C3)cc1 (stereo unspecified)
i | 69 | COc1ccc(CCN(C)C(=O)c2c(C)nn(CC(C)C)c2Cl)cc1OC
i | 58 | CC(=O)NCC(=O)NC1CCCc2c1cnn2-c1ccc(C(C)(C)C)cc1 (stereo unspecified)
i | 52 | CC(C)C(=O)NC(c1cccc([N+](=O)[O-])c1)c1ccc2cccnc2c1O (stereo unspecified)
i | 17 | O=C(NNC(=O)C1CCN(S(=O)(=O)c2c(Cl)cccc2Cl)CC1)c1ccccc1O
i | 46 | Cc1cc(C)n2ncc(-c3cccc(Br)c3)c2n1
i | 24 | CCCN(C(=O)Cc1coc2cc(C)c(C)cc12)c1c(N)n(Cc2ccccc2)c(=O)[nH]c1=O
i | 8 | CCc1nn(C(CC)C(=O)NCCc2ccc(OC)cc2OC)c(=O)c2cc3occc3n12 (stereo unspecified)
i | 14 | O=C(NCC1CCN(Cc2cccc(Cl)c2)CC1)C1CCCN(c2ncnc3c2nc2n3CCCCC2)C1 (stereo unspecified)
i | 31 | COc1cccc(COC(=O)Nc2ccccc2F)c1
i | 37 | O=S(=O)(NC1CC(NS(=O)(=O)OCC(Cl)(Cl)Cl)C2CCCCC12)OCC(Cl)(Cl)Cl (stereo unspecified)
i | 24 | COc1ccc(NC(=O)C2=CC(c3ccc(C)cc3)=NS(=O)(=O)N2C)cc1
i | 32 | COc1ccc(C(=O)NCCOc2cccc(Oc3ccccc3)c2)cc1OC
i | 35 | COc1ccc(OCCCC(=O)OC(C)C(=O)Nc2ccc(C)cc2)cc1 (stereo unspecified)
i | 19 | COc1cc(CO)ccc1OCC(=O)N1CCc2ccccc21
i | 39 | CCOc1ccccc1NC(=O)CCc1nnc2ccc(N3CCC4(CC3)OCCO4)nn12
i | 52 | COC(=O)CCC(=O)N1CCCC(N2CCN(c3ccc(OC)cc3)CC2)C1 (stereo unspecified)
i | 63 | CCCCOc1ccc(NC(=O)CN2CCN(CC)CC2)cc1
i | 40 | COc1ccc(NC(=O)C2CCN(S(=O)(=O)c3cccs3)CC2)cc1OC
i | 13 | CCN(CC)C(=O)[C@H]1CC(CC(=O)NCCC2=CCCCC2)C(=O)N2CCc3c([nH]c4ccccc34)[C@]12C (stereo partly specified)
i | 5 | Cc1cc(C)nc(NC(=O)c2ccc(C)o2)n1
i | 46 | CCOc1ccc(/C=C/C(=O)N(CC)CC(=O)Nc2ccc3c(c2)OCCO3)cc1OC
i | 53 | CC(=O)c1ccc(NC(=O)CNC2CCCCC2)cc1
i | 28 | O=C(Nc1cccc(Cl)c1N1CCOCC1)c1ccco1
i | 11 | COc1cc(/C=C/C(=O)N(C)CC(=O)Nc2ccccc2SC)cc(OC)c1OC

Only part of the results is shown; the hit share may differ from the screen's.
